# Bioassay records as filed in PubChem BioAssay.
# Pol iota inh = qHTS for Inhibitors of Polymerase Iota; DNA polymerase iota (Homo sapiens), Q9UNA4; Pol iota fluorescent replication assay, 10 min; Potency, µM (highest dose often 115 µM), for inactives: top-dose activity, negative = inhibition, actives largely listed as inhibitors; 390,000 tested, 1% active; AID 588590, 2011; note: potency is the fitted concentration of half-maximal effect
# Target sequence (Q9UNA4 whole entry, looked up): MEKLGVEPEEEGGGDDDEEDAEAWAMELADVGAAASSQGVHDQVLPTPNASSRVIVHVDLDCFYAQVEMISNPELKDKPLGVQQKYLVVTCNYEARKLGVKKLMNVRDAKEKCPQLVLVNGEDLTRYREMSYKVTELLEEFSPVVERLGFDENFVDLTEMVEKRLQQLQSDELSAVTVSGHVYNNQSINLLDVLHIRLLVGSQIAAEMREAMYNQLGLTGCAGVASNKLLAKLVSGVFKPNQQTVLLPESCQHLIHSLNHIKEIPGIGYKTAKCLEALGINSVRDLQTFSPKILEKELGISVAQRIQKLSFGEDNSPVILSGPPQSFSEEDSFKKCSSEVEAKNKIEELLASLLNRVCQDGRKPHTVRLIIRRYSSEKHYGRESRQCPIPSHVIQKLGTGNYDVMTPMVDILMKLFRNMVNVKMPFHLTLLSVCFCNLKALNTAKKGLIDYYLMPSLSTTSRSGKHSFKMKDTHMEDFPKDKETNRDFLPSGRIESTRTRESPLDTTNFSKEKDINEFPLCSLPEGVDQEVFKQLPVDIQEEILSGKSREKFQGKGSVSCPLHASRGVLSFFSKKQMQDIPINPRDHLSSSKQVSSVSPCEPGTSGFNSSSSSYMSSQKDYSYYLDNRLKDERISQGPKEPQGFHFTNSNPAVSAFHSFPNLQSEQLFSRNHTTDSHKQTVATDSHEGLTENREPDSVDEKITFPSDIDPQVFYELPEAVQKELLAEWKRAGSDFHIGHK
#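 Fluorescent replication assay read twice, at 0 min and 10 min after adding 50 nM (final) substrate. Enzyme (10 nM) and compounds were first incubated 15 min at room temperature; enzyme-free buffer wells were negative controls.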
# POLK inh = qHTS for Inhibitors of Polymerase Kappa. 400,000 tested, 0.53% active. AID 588579, 2011. DNA polymerase kappa (Homo sapiens), Q9UBT6. purified Pol kappa, fluorescent DNA synthesis assay, 10 min. Potency, µM (doses to about 107 µM), without a hit: at the top dose activity, negative = inhibition, usual class: inhibitors; note: potency is the fitted concentration of half-maximal effect; % is set by controls: 0 for no effect and ±100 for the full control effect
#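 Kinetic fluorescence screen: compound preincubated 15 min RT with 10 nM enzyme; 50 nM substrate (final) initiates; reads at 0/10 min.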
# APE1 inh = qHTS Assay for Inhibitors of the Human Apurinic/apyrimidinic Endonuclease 1 (APE1) | DNA repair nuclease/redox regulator APEX1 (Homo sapiens), P27695 | recombinant APE1, TAMRA/BHQ-2 abasic DNA cleavage fluorescence | Potency, µM (top dose mostly 65.8 µM), for the others: top-dose activity change, negative = inhibition, actives largely listed as inhibitors | 350,000 tested, 0.35% active | AID 2517, 2012;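 note: potency is the fitted concentration of half-maximal effect; plate controls were vehicle for no effect and reference inhibitor for full effect; nearly all actives have a fitted effect of over 55% in size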
#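 Quantitative HTS: incision of a TAMRA/BHQ-2 double-stranded substrate bearing a tetrahydrofuran abasic site by 0.75 nM APE1 raises fluorescence. Substrate 50 nM final, added after 15 min compound preincubation at room temperature; progress as third-minus-first kinetic read difference.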
# GRP78 ERSR act = qHTS for Inducers of the Endoplasmic Reticulum Stress Response (ERSR) in Human Glioma: qHTS. U87-MG GRP78 promoter luciferase reporter, 16 h. Potency, µM, inactives show top-dose activation, usual class: activators. 420,000 tested, 0.02% active; note: potency is the fitted concentration of half-maximal effect; series mostly up to about 76 µM; % of control where 0% means no effect; nearly all actives have a fitted effect of over 35% in size
#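 ERSR induction read as luciferase luminescence (Bright-Glo, 10 min at room temperature) in stably transfected human U87-MG glioma cells exposed to compounds for 16 h, using GRP78 as sensor.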
# LDHA inh = qHTS assay for inhibitors of human lactate dehydrogenase; AID 1347041, 2019; 480,000 tested, 0.15% active; purified LDHA, NADH/diaphorase-resazurin fluorescence; active compounds read low; L-lactate dehydrogenase A chain (Homo sapiens), P00338; activity change, % (values are at about 110 or 230 µM); in the data active = activity change below about -30%; inconclusive = mostly about -25% to -30%;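 note: plate controls were DMSO wells for no effect and wells without enzyme for full effect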
#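 Remaining NADH was detected by diaphorase (0.133 mg/mL) converting 37 µM resazurin to fluorescent resorufin, read at 0 and 20 minutes. The preceding 5-minute room-temperature reaction used 2 nM LDHA, 0.2 mM sodium pyruvate and 0.06 mM NADH at pH 7.4.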
# Anesthetic bind = qHTS Assay for Identification of Novel General Anesthetics | Ferritin light chain (Equus caballus), P02791 | apoferritin/1-aminoanthracene competitive binding, fluorescence | Potency, µM (highest dose often 77.5 µM), for the others: at the top dose activity change, negative = displacement, hits mostly inhibitors | 350,000 tested, 0.074% active | AID 485281, 2010; note: potency is the fitted concentration of half-maximal effect; % is set by controls: 0 for no effect and ±100 for the full control effect; nearly all actives have a fitted effect of over 20% in size
# Target sequence (P02791 2-175 limits assumed): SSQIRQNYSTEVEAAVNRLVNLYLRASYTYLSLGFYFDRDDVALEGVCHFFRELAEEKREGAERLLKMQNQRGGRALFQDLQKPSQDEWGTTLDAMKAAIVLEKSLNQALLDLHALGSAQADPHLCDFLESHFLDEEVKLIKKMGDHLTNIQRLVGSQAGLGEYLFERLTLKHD
#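 Concentration-response curves derived by four-parameter Hill fitting of normalized fluorescence, where compounds displaced 1-AMA from 10 uM horse apoferritin following a brief 10 min room-temperature incubation; propofol titration acted as positive control.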
# POLH inh = qHTS for Inhibitors of Polymerase Eta. DNA polymerase eta (Homo sapiens), Q9Y253. recombinant Pol eta, fluorescent DNA replication assay. Potency, µM (doses to about 114 µM), for the others: top-dose activity change, negative = inhibition, most hits filed as inhibitors. 390,000 tested, 1.2% active. AID 588591, 2011; note: potency is the fitted concentration of half-maximal effect; % is set by controls: 0 for no effect and ±100 for the full control effect
#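 Pol eta at 10 nM preincubated with compounds 15 min at room temperature; reaction started with fluorescent substrate (50 nM final) and read kinetically at 0 and 10 min.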
# BLM helicase inh = qHTS Assay for Inhibitors of Bloom's syndrome helicase (BLM). RecQ-like DNA helicase BLM (Homo sapiens), P54132. recombinant BLM DNA unwinding, fluorescence dequenching. 350,000 tested, 0.2% active. Potency, µM (highest dose often 56.1 µM), for the others: at the top dose activity change, negative = inhibition, usual class: inhibitors;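 note: potency is the fitted concentration of half-maximal effect; plate controls were vehicle for no effect and no enzyme for full effect; nearly all actives have a fitted effect of over 35% in size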
# POLB inh = qHTS Assay for Inhibitors of DNA Polymerase Beta; 340,000 tested, 1.3% active; Pol beta primer extension/strand displacement, fluorescence kinetic; Potency, µM (titrated, usually from 114 µM), for the others: at the top dose activity change, negative = inhibition, usual class: inhibitors; note: potency is the fitted concentration of half-maximal effect; % is set by controls: 0 for no effect and ±100 for the full control effect
#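 Kinetic readout of DNA synthesis with strand displacement by Pol beta. Compound and 10 nM enzyme sit 15 min at room temperature; 50 nM substrate starts the reaction, read immediately and at 10 min.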
# * = called active by the depositor; u = inconclusive; x = no result given; & = joins results of further samples; [ ] = dose if it differs, or a comment. Unless noted, calls come from the whole dose curve; as a rule, active = well fitted curve in the direction sought with a large enough effect; inconclusive = small, poorly fitted or top-dose-only effect, or another doubt; inactive = no such curve, though single readings can be large; an effect the other way counts as inactive or inconclusive. A portion of the library. The share of hits here may be higher or lower than overall.
SMILES,Pol iota inh,POLK inh,APE1 inh,GRP78 ERSR act,LDHA inh,Anesthetic bind,POLH inh,BLM helicase inh,POLB inh
O=C1N(C2CCCC2)C[C@@H]2C[C@@H](c3cccn3-c3ccccn3)N3CCC[C@@]123,82%[activator],-10%,-6%,-1%,1,-4%,-15%,-2%,-8%
Cn1c(=O)[nH]c2cc3ccccc3cc21,13%,-4%,-5%,-1%,-1,-8%,-11%,-8%,-1%
CCOC(=O)N1CCN(C(=O)c2ccc(CSc3ccc(Cl)cc3)cc2)CC1,51%[activator],-6%,7%,-3%,1,-8%,-13%,-9%,-1%
O=C(CCSC1=NCCCN1)c1ccc(F)cc1,-3%,-2%,x,-6%,-1,x,3%,x,x
CN(C)CCOCCSc1ccc(Cl)cc1,-26%,0%,1%,0%,-9,5%,5%,2%,-2%
O=C(c1cccc(-n2cnnn2)c1)N1CC=C(c2ccccc2)CC1,15%,-9%,0%,0%,1,u,7%,-1%,0%
COC(=O)c1ccccc1Nc1ccccc1,2%,-5%,0%,1%,-3,2%,-14%,-5%,11%
COC(=O)[C@H](CCSC)NC(=O)C/C=C\[C@@H](C)CO,x,x,-5%[12.4 µM],-3%,x,-10%[15.3 µM],x,1%[12.4 µM],x
COCCn1c(CNC(=O)c2cccc(N(C)C)c2)nc2cccnc21,-2%,-3%[60.1 µM],x,0%,1,4%,-19%,0%,2%
NC(=O)C(c1ccccc1)c1ncc(C(F)(F)F)cc1Cl (stereo unspecified),-1%,-11%,12%,-2%,-5,-7%,-5%,0%,46%
CC(C)CCOc1ccc(C(=O)Nc2sc3c(c2C#N)CCCCC3)cc1,-83%,89µM*,x,0%,1,-15%,8%,-3%,7%
Cc1ccc(CNC(=O)Cn2nnc(C(=O)Nc3ccc(Br)cc3)c2N)cc1,18%,2%,11%,-3%,0,0%,-15%,1%,-4%
Cc1nc2ccccc2cc1C(=O)NCc1ccc(F)cc1,91%[activator],-5%,-4%,-3%,-7,-8%,-14%,-3%,-1%
Cc1cccc(C)c1OCC(=O)NNC(=O)CCCn1c(=O)oc2ccccc21,31%,-1%,6%,-6%,3,x,-19%,x,x
Cc1cn([C@@H](CCCCN)C(=O)NCCCCCCCCCCC(=O)N2CCNCC2)nn1,u,0%,7%,-1%,-1,x,-20%,x,x
O=C(NC1CCN(Cc2ccc(Cl)cc2Cl)CC1)c1ccccc1,-3%,1%,-8%,-9%,-5,-13%,-13%,0%,8%
CCOC(=O)c1c(S(=O)(=O)N2CCCC(C(=O)Nc3cccc(Cl)c3)C2)c(C)n(C)c1C (stereo unspecified),24%,0%[60.1 µM],x,2%,0,-9%,-15%,-2%,11%
CCOc1ccccc1NC(=O)c1cc(S(=O)(=O)N2CCN(CC)CC2)ccc1Cl,9%,u,5%,-3%,-2,-9%,-17%,-7%,0%
CC(C)c1ccc(S(=O)(=O)N2CCN(C(=O)C3CCCC3)CC2)cc1,145%[activator],-1%,-3%,0%,-2,-19%,-12%,-5%,31%
CC(=O)N1CCC[C@@]2(CCN(Cc3ccc(C#N)cc3)C2)C1,x,-10%[60.1 µM],4%,-5%,x,x,x,2%,x
Nc1nc(=S)c2[nH]c(=S)[nH]c2[nH]1,u,7%,x,-4%,-4,x,-6%,x,x
Cc1ccc(CSCC(=O)N2CCN(c3ccccc3)CC2)cc1,12%,20%,2%,1%,-10,-9%,-19%,1%,0%
COCCCn1c(SCC(=O)NC2CCCC2)nnc1-c1ccco1,38%[activator],-4%,-1%,-3%,1,0%,-15%,-2%,7%
Cc1ccccc1-c1nn(-c2ccc(F)cc2F)cc1CNCCCN(C)C,28%,-6%,2%,-6%,-1,-7%,-3%,6%,37%
CCN(CC)c1ccc(N=Cc2cc(Br)ccc2O)cc1,u,4%,1%,-5%,10,-23%,-10%,-10%,1%
O=C(CN1C(=O)NC2(CCCC2)C1=O)Nc1ccc(F)cc1,-3%,-2%,-2%,-3%,-5,-11%,-16%,-3%,1%
O=[N+]([O-])c1cccc(NC(=S)N2CCN(S(=O)(=O)c3ccccc3)CC2)c1,6%,-12%,-14%,-2%,-3,-22%,-12%,-5%,u
COc1ccc(NC(=O)c2cccc(N3C(=O)C4CCC(C)CC4C3=O)c2)c(OC)c1 (stereo unspecified),20%,0%,-2%,-2%,-9,u,3%,-7%,23%
CCn1c(=O)cc(OCC(=O)Nc2nc(C)cs2)c2ccccc21,12%,7%,3%,-4%,1,2%,-14%,-1%,0%
NN=C1c2ccccc2-c2ccc(N)cc21,5%,-11%,x,2%,-7,x,-14%,x,x

# Some of the entries so far, with two lines to a compound.
# Every second line gives: Pol iota inh, POLK inh, APE1 inh, GRP78 ERSR act, LDHA inh, Anesthetic bind, POLH inh, BLM helicase inh, POLB inh
> CCOc1ccccc1NC(=O)c1cc(S(=O)(=O)N2CCN(CC)CC2)ccc1Cl
  9%, u, 5%, -3%, -2, -9%, -17%, -7%, 0%
> O=C(CN1C(=O)NC2(CCCC2)C1=O)Nc1ccc(F)cc1
  -3%, -2%, -2%, -3%, -5, -11%, -16%, -3%, 1%
> CCn1c(=O)cc(OCC(=O)Nc2nc(C)cs2)c2ccccc21
  12%, 7%, 3%, -4%, 1, 2%, -14%, -1%, 0%

# (cont.)
SMILES,Pol iota inh,POLK inh,APE1 inh,GRP78 ERSR act,LDHA inh,Anesthetic bind,POLH inh,BLM helicase inh,POLB inh
CCC(C)[C@H](NC(=O)C1CCN(C(=O)[C@H](Cc2ccccc2)NC(=O)OC(C)(C)C)CC1)C(=O)O (stereo partly specified),u,7%,-11%,0%,-3,1%,-9%,0%,34%
CCOC(=O)c1c(C)[nH]c(N=Nc2ccccc2)c1C,6%,-7%,-1%,7%,0,u,-11%,-14%,-5%
CC(C)c1nn2c(=O)cc(COC(=O)c3cccc(NC(=O)CCc4ccccc4)c3)nc2s1,41%[activator],-7%[60.1 µM],x,-1%,-7,-1%,-8%,-8%,14%
CCc1nnc(NS(=O)(=O)c2ccc(NS(=O)(=O)c3ccc(NC(C)=O)cc3)cc2)s1,x,x,1%,x,x,-8%,x,1%,-10%
COc1ccc(NC(=O)CN2C(=O)COc3ccc(S(=O)(=O)N4CCCCCC4)cc32)cc1,-25%&0%,3%,49%[activator],-3%&-1%,-7&-8,-16%&8%,-17%&-13%,1%&2%,3%&23%
CCN(CC)C(=O)c1[nH]cnc1C(=O)N[C@@H](C)C(=O)OCc1ccccc1,-6%,3%,5%,-3%,-8,-7%,-3%,-3%,2%
Cc1ccc(NC(=O)CN2CCN(C3CCCCC3)C(=O)C2=O)cc1C,-16%,-9%[60.1 µM],x,-3%,6,-6%,2%,-3%,7%
CCc1ccc(-c2cc3c(=O)n(CC(=O)NCCCN4CCN(CC)CC4)nc(C)n3n2)cc1,10%,5%,8%,-2%,-7,1%,12%,1%,18%
O=C(CSc1nc(=O)n(Cc2ccccn2)c2c1CCC2)Nc1cccc(Cl)c1,13%,2%[60.1 µM],x,-3%,-2,u,-22%,0%,-1%
Cc1cccc(NC(=O)C(=O)c2cc(C)n(-c3ccccc3)c2C)c1C,12%,-4%,x,-5%,4,-10%,-18%,-1%,-27%
COc1ccc(CNC(=O)COC(=O)c2n[nH]c3ccccc23)cc1OC,6%,-15%,u,7%,-1,1%,0%,4%,10%
CCOC(=O)C1CCN(C(=O)COC(=O)C23CC4CC(CC(C4)C2)C3)CC1,2%,-5%,12%,-4%,-13,x,-3%,x,x
Cc1nn(CC(=O)N/N=C/c2cccs2)c(C)c1[N+](=O)[O-],-15%[58.9 µM],-6%,-6%,-5%,-10,4%,-12%,2%,14%
COc1cc(SC)ccc1C(=O)N1CCN(c2ccc(O)cc2)CC1,1%,-15%,-10%,-4%,10,-4%,-8%,-3%,1%
Cc1ccc(C(=O)OCC(=O)Nc2ccccc2)cc1NC(=O)c1ccco1,-1%,-23%,7%,3%,0,-17%,3%,-6%,10%
NC(=O)C1CCN(S(=O)(=O)c2cc3c(cc2Cl)NC(=O)CO3)CC1,1%,-11%[60.1 µM],x,-1%,-7,-3%,-15%,2%,0%
CCOc1ccc(NC(=O)NCc2ccc3c(c2)CCN3C(C)=O)cc1,-8%,-6%[60.1 µM],x,-2%,0,-4%,-8%,-1%,-1%

# 5 records picked at random from the list so far, as already listed:
SMILES,Pol iota inh,POLK inh,APE1 inh,GRP78 ERSR act,LDHA inh,Anesthetic bind,POLH inh,BLM helicase inh,POLB inh
CCc1ccc(-c2cc3c(=O)n(CC(=O)NCCCN4CCN(CC)CC4)nc(C)n3n2)cc1,10%,5%,8%,-2%,-7,1%,12%,1%,18%
COc1ccc(CNC(=O)COC(=O)c2n[nH]c3ccccc23)cc1OC,6%,-15%,u,7%,-1,1%,0%,4%,10%
Cc1ccc(C(=O)OCC(=O)Nc2ccccc2)cc1NC(=O)c1ccco1,-1%,-23%,7%,3%,0,-17%,3%,-6%,10%
COc1ccc(NC(=O)CN2C(=O)COc3ccc(S(=O)(=O)N4CCCCCC4)cc32)cc1,-25%&0%,3%,49%[activator],-3%&-1%,-7&-8,-16%&8%,-17%&-13%,1%&2%,3%&23%
Cc1nn(CC(=O)N/N=C/c2cccs2)c(C)c1[N+](=O)[O-],-15%[58.9 µM],-6%,-6%,-5%,-10,4%,-12%,2%,14%
